Ecoli viability: reduces bacterial viability in AddAB counter-screen | 0.27% of 330,000 active | E. coli V3065 growth, OD600 absorbance, 18 h | inhibition, % at 11.9 µM;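 active = inhibition above the campaign's mean inhibition across all tested compounds plus 3 SD, cut at about 9.9% in these data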;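 also: uninfected addAB+ strain grown without phage in ampicillin broth; 0% = DMSO wells and 100% = ciprofloxacin 0.95 µg/ml wells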
Tat transport: blocks Tat-dependent protein export in E. coli; E. coli MC4100 TorA-mCherry Tat export, fluorescence; inhibition, % at 10 µM; 0.036% of 340,000 active; AID 488895;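 active = mean replicate inhibition at least 50% and at least half of replicates individually reaching 50%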;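 also: exported cargo escapes ClpAP degradation while cytoplasmic cargo is degraded and loses fluorescence; 0% = median of neutral control wells and 100% = median of NaSCN control wells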
CAL PDZ FP-1: inhibitors of human CAL PDZ peptide binding | Q9HD26 | purified CAL PDZ, TMR-peptide fluorescence polarization, 1 h | inhibition, % at 24.9 µM | 0.92% of 300,000 active | AID 602252;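 active = mean inhibition of at least 30% with at least half of replicates also reaching 30%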;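 also: 0% = DMSO neutral control and 100% = excess unlabeled competitor peptide PRC23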
SR-BI DiI-HDL act: SR-BI HDL lipid transfer activation. CHO ldlA[mSR-BI] cells, DiI-HDL uptake fluorescence, 3 h; 100 = double the neutral-control signal. activation, % at 12.5 µM. 0.096% of 320,000 active;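 active = mean replicate activation of at least 60% and every replicate at or above 60%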;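 also: 0% = median plate neutral-control signal and 100% = twice that signal; values of inactives mirror those of a sister screen read the other way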
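Test system: SR-BI-overexpressing, LDLR-lacking CHO cells. Measured by: DiI fluorescence, bottom read. Medium: Ham's F12 with 0.5% BSA, HEPES 25 mM, pH 7.4. Timing: 3 h uptake period with compound, 37 °C.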
phage Ecoli inh: E. coli growth loss with phage present; growth absorbance; inhibition, % at 11.9 µM; 0.26% of 360,000 active; AID 651602; in the data active = inhibition above about 11%
SR-BI HDL uptake: blocks mouse SR-BI lipid uptake from DiI-HDL | AID 488896 | Q61009 | inhibition, % at 12.5 µM | ldlA[mSR-BI] CHO cells, DiI-HDL uptake fluorescence, 3 h | 0.96% of 320,000 active;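 active = mean replicate inhibition of at least 70% and a set share of replicates each scoring 70 or more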;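 also: 0% = median of neutral control wells and 100% = median of positive control wells; values of inactives mirror those of a sister screen read the other way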
Target sequence (Q61009 whole entry, looked up): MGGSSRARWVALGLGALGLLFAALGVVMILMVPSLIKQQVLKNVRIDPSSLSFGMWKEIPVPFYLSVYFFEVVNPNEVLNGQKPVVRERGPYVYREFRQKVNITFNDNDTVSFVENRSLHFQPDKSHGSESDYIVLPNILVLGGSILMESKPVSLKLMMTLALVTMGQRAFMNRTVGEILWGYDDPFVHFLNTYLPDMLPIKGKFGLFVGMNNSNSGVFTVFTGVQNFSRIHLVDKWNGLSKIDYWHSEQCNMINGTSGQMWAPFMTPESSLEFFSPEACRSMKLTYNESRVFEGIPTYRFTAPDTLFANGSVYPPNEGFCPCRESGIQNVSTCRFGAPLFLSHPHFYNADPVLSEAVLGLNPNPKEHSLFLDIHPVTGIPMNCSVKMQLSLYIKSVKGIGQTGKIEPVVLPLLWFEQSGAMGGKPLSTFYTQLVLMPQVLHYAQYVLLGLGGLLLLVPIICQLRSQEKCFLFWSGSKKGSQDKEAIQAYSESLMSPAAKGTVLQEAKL
AddAB inh: less growth of phage-infected E. coli with AddAB; 0.29% of 330,000 active; E. coli expressing H. pylori AddAB, absorbance growth; inhibition, % at 11.9 µM; in the data active = inhibition above about 12%;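 also: 0% = vehicle wells of infected cells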
MITF TRPM1 HTS: MITF TRPM1 promoter activation in melanoma cells. SK-MEL-5 TRPM1-promoter luciferase, 24 h; % of positive control, neutral wells = 0. activation, % at 12.5 µM. 0.75% of 300,000 active;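 active = mean activation of at least 80% with every replicate also reaching 80%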;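 also: 0% = neutral control wells and 100% = parthenolide positive control wells; values of inactives mirror those of a sister screen read the other way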
CAL PDZ FP-2: blocks peptide binding to human CAL PDZ domain. Q9HD26. purified CAL PDZ, TMR-peptide fluorescence polarization, 1 h. inhibition, % at 20 µM. 0.02% of 330,000 active. AID 504414;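 active = highest replicate inhibition of at least 40%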;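 also: plate controls were DMSO neutral control wells for no effect and unlabeled competitor peptide control wells for full effect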
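System: purified tagged CAL PDZ domain construct (CerCALP). Schedule: 1 h incubation at room temperature before polarization reading. Medium: 25 mM sodium phosphate pH 7.4, 150 mM NaCl, TCEP, IgG, Thesit. Read-out: percent inhibition from loss of millipolarization. Measured by: FP readout, S and P plane fluorescence. Probe or stimulus: fluorescent TMR peptide probe.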
Wnt act: activators of Wnt/beta-catenin signaling. Wnt/beta-catenin reporter cell assay, activator, plate reader. 1.2% of 300,000 active. activation, % at 9.35 µM; in the data active = activation above about 30%, passing the limit was not always enough;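 also: 0% = neutral control wells and 100% = positive control wells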
Active calls of the source: *. Rows are unselected, and some 3.6% of all compounds hit somewhere here.

Screening Cc1cccnc1NC(=O)c1sc2ccccc2c1Cl returned Ecoli viability -0.9, Tat transport -11, CAL PDZ FP-1 -4, SR-BI DiI-HDL act 12, phage Ecoli inh 1.2, SR-BI HDL uptake -12, AddAB inh 5.0, MITF TRPM1 HTS 27, CAL PDZ FP-2 1.0 and Wnt act -3.
Screening NS(=O)(=O)c1cccc(NC(=O)CNC(=O)CC23CC4CC(CC(C4)C2)C3)c1 returned Ecoli viability -0.1, Tat transport 5, CAL PDZ FP-1 -3, SR-BI DiI-HDL act -4, phage Ecoli inh 2.4, SR-BI HDL uptake 4, AddAB inh 2.2, MITF TRPM1 HTS -6, CAL PDZ FP-2 -0.2 and Wnt act -1.
`CCOc1ccc(NC(=O)CSc2nncn2C)cc1` gave Ecoli viability -4.1, Tat transport 7, CAL PDZ FP-1 1, SR-BI DiI-HDL act 26, phage Ecoli inh 1.5, SR-BI HDL uptake -26, AddAB inh 4.3, MITF TRPM1 HTS 5, CAL PDZ FP-2 -0.7 and Wnt act 6.
Screening Cc1cccc(C)c1NC(=O)N1CC(C)OC(C)C1 (centres undefined) returned Ecoli viability -3.0, Tat transport -4, CAL PDZ FP-1 3, SR-BI DiI-HDL act 7, phage Ecoli inh 0.8, SR-BI HDL uptake -7, AddAB inh -0.7, MITF TRPM1 HTS 19, CAL PDZ FP-2 -1.0 and Wnt act 4.
CC(=O)N(C)c1ccc(N=Nc2c(C)[nH]n(-c3ccccc3)c2=O)cc1 was read as Ecoli viability 1.6, Tat transport 0, CAL PDZ FP-1 -2, SR-BI DiI-HDL act -19, phage Ecoli inh 2.6, SR-BI HDL uptake 19, AddAB inh 1.3, CAL PDZ FP-2 -0.1 and Wnt act -1.
Screening COc1ccc(S(=O)(=O)NCc2cc(=O)n(C)c(=O)n2C)cc1F returned Ecoli viability -0.4, Tat transport 3, SR-BI DiI-HDL act 6, phage Ecoli inh 0.5, SR-BI HDL uptake -6, AddAB inh 0.9, MITF TRPM1 HTS -2, CAL PDZ FP-2 -0.7 and Wnt act 0.
`CC(=O)Nc1cccc(-c2nnc(SCC(=O)n3c4c(c5ccccc53)CCCC4)n2C)c1` gave Ecoli viability -0.2, Tat transport -1, CAL PDZ FP-1 -1, SR-BI DiI-HDL act -56, phage Ecoli inh -0.1, SR-BI HDL uptake 56, AddAB inh -1.4 and CAL PDZ FP-2 -4.0.
Screening COCc1cc(/C=N\NC(=O)COc2ccc(Cl)cc2)ccc1OC returned Ecoli viability 0.5, Tat transport -1, CAL PDZ FP-1 2, SR-BI DiI-HDL act 4, phage Ecoli inh 2.0, SR-BI HDL uptake -4, AddAB inh -0.1, MITF TRPM1 HTS 22, CAL PDZ FP-2 -0.2 and Wnt act 6.
`CCc1ccc2c(c1)C(c1ccc([N+](=O)[O-])cc1)=NNC(c1ccc(Br)cc1)=N2` gave Ecoli viability 1.1, Tat transport -4, CAL PDZ FP-1 -2, SR-BI DiI-HDL act -45, phage Ecoli inh 4.5, SR-BI HDL uptake 45, AddAB inh 2.9, MITF TRPM1 HTS 2, CAL PDZ FP-2 -0.1 and Wnt act -3.
For C[C@@H](C(=O)Nc1nc2ccc(F)cc2s1)N1C(=O)C2CC=CCC2C1=O (some centres undefined) the results were Ecoli viability -4.1, Tat transport 0, CAL PDZ FP-1 -5, SR-BI DiI-HDL act -13, phage Ecoli inh 2.4, SR-BI HDL uptake 13, AddAB inh 2.5, MITF TRPM1 HTS 2, CAL PDZ FP-2 -2.5 and Wnt act 2.
`NS(=O)(=O)c1cc2c(cc1Cl)NC(CC1CCCC1)NS2(=O)=O` (centres undefined) gave Ecoli viability -0.2, Tat transport 3, phage Ecoli inh 3.9, AddAB inh 1.4, MITF TRPM1 HTS -10, CAL PDZ FP-2 -5.9 and Wnt act -1.
`O=C(C1COc2ccccc2O1)N1CCN(Cc2ccccc2)CC1` (centres undefined) gave Ecoli viability -2.3, Tat transport 25, CAL PDZ FP-1 -2, SR-BI DiI-HDL act -16, phage Ecoli inh 2.0, SR-BI HDL uptake 16, AddAB inh 0.2, MITF TRPM1 HTS 16, CAL PDZ FP-2 0.0 and Wnt act -1.
Screening CCCn1c(CC)nc([N+](=O)[O-])c1Sc1ccc(F)cc1 returned Ecoli viability -2.8, Tat transport -2, CAL PDZ FP-1 0, SR-BI DiI-HDL act -12, phage Ecoli inh 0.5, SR-BI HDL uptake 12, AddAB inh 0.1, CAL PDZ FP-2 1.3 and Wnt act -12.
`COc1ccc(CN2C(=O)CCC2(C)C(=O)NC2CCCCC2)c(OC)c1` (centres undefined) gave Ecoli viability -2.5, Tat transport -5, CAL PDZ FP-1 -4, SR-BI DiI-HDL act -6, phage Ecoli inh 2.5, SR-BI HDL uptake 6, AddAB inh -2.0, MITF TRPM1 HTS -5, CAL PDZ FP-2 -0.7 and Wnt act -2.
Screening CN(C(=O)CN1CCN(c2ccc([N+](=O)[O-])cn2)CC1)c1ccccc1 returned Ecoli viability 0.5, Tat transport -8, CAL PDZ FP-1 -1, SR-BI DiI-HDL act 12, SR-BI HDL uptake -12, AddAB inh 3.3, MITF TRPM1 HTS 14 and CAL PDZ FP-2 -0.4.
`CCN(CC(=O)Nc1ccc(OC)c(OC)c1)CC(=O)Nc1ccccc1C(F)(F)F` gave Ecoli viability 0.8, Tat transport 8, SR-BI DiI-HDL act -10, phage Ecoli inh 2.1, SR-BI HDL uptake 10, AddAB inh 1.5, MITF TRPM1 HTS -6, CAL PDZ FP-2 0.0 and Wnt act 6.
Screening O=C(COC(=O)c1ccccc1OC(F)F)Nc1ccc2[nH]c(=O)[nH]c2c1 returned Ecoli viability -0.8, Tat transport -4, CAL PDZ FP-1 -4, SR-BI DiI-HDL act -3, phage Ecoli inh 5.2, SR-BI HDL uptake 3, AddAB inh -1.9, MITF TRPM1 HTS -5, CAL PDZ FP-2 -1.5 and Wnt act -3.
`COc1ccc(Cl)cc1C(=O)Nc1cccc2ncccc12` gave Ecoli viability -3.9, Tat transport -8, SR-BI DiI-HDL act -50, phage Ecoli inh 1.3, SR-BI HDL uptake 50, AddAB inh 0.4, CAL PDZ FP-2 -2.7 and Wnt act 0.
Cc1cccc(N2C(=O)Cc3ccccc3C2=O)c1 was read as Ecoli viability -0.4, Tat transport -6, CAL PDZ FP-1 -1, phage Ecoli inh 0.2, AddAB inh 0.2, MITF TRPM1 HTS -4, CAL PDZ FP-2 -1.7 and Wnt act -1.
Screening Cc1cc(C)n2c(SCc3cccs3)nnc2n1 returned Ecoli viability -0.6, Tat transport -5, CAL PDZ FP-1 -3, phage Ecoli inh 1.9, AddAB inh 1.5, MITF TRPM1 HTS 4, CAL PDZ FP-2 -1.2 and Wnt act 8.
For C=C(C)/C=N/NC(=S)Nc1ccc(S(=O)(=O)N2CCOCC2)cc1 the results were Ecoli viability 0.0, Tat transport -2, CAL PDZ FP-1 -9, SR-BI DiI-HDL act 8, phage Ecoli inh 3.1, SR-BI HDL uptake -8, AddAB inh 3.2, MITF TRPM1 HTS 4, CAL PDZ FP-2 -1.3 and Wnt act 1.
`Cc1cccc(OCC(=O)NCC(c2ccco2)N2CCCC2)c1` (centres undefined) gave Tat transport -9, CAL PDZ FP-1 -3, SR-BI DiI-HDL act 10, phage Ecoli inh 4.8, SR-BI HDL uptake -10, MITF TRPM1 HTS -10, CAL PDZ FP-2 1.4 and Wnt act 2.
`CCOc1ccc(C(=O)NCCC2=CCCCC2)cc1OCC` gave Ecoli viability 2.5, Tat transport -7, CAL PDZ FP-1 -5, SR-BI DiI-HDL act -39, phage Ecoli inh 3.0, SR-BI HDL uptake 39, AddAB inh 1.4, MITF TRPM1 HTS 7, CAL PDZ FP-2 0.2 and Wnt act 2.
Screening Cc1ccc(NC(=O)c2ccc(CSc3ccccn3)cc2)cc1 returned Ecoli viability 1.2, Tat transport 2, CAL PDZ FP-1 -2, SR-BI DiI-HDL act -31, phage Ecoli inh 5.8, SR-BI HDL uptake 31, AddAB inh 4.4, MITF TRPM1 HTS 20 and CAL PDZ FP-2 -0.6.
Screening CNCC(O)CN(c1ccccc1)c1ccccc1 (centres undefined) returned Ecoli viability 0.5, Tat transport -4, CAL PDZ FP-1 2, SR-BI DiI-HDL act -4, phage Ecoli inh 2.4, SR-BI HDL uptake 4, AddAB inh 3.2, MITF TRPM1 HTS -11, CAL PDZ FP-2 -7.4 and Wnt act 7.
`CCOc1ccccc1OCC(=O)Nc1ccc(N2CCOCC2)cc1N1CCOCC1` gave Tat transport -3, CAL PDZ FP-1 1, SR-BI DiI-HDL act -5, phage Ecoli inh 0.7, SR-BI HDL uptake 5, MITF TRPM1 HTS -10, CAL PDZ FP-2 0.2 and Wnt act -3.
Screening CCC(C)NC(=S)Nc1ccc(F)cc1 (centres undefined) returned Ecoli viability 3.0, Tat transport -4, CAL PDZ FP-1 -3, phage Ecoli inh 1.7, AddAB inh 0.8, MITF TRPM1 HTS -1, CAL PDZ FP-2 -0.9 and Wnt act 6.
Screening COc1ccc(Br)cc1CN1CCN(C(=O)c2cccc(F)c2)CC1 returned Ecoli viability -2.0, Tat transport -2, SR-BI DiI-HDL act -14, phage Ecoli inh 0.2, SR-BI HDL uptake 14, AddAB inh 1.6, MITF TRPM1 HTS 10, CAL PDZ FP-2 -0.4 and Wnt act -1.
Screening O=C(NCCN1CCN(c2ccc([N+](=O)[O-])cc2)CC1)NCc1ccccc1 returned Ecoli viability 1.2, Tat transport 4, CAL PDZ FP-1 -1, SR-BI DiI-HDL act -8, phage Ecoli inh 2.9, SR-BI HDL uptake 8, AddAB inh 2.1, CAL PDZ FP-2 -0.9 and Wnt act -1.
For C[C@@H]1COC(=O)[C@H](Cc2ccc(F)cc2)CC/C=C\C[C@@H](CC(=O)NCCO)C(=O)N1 the results were Ecoli viability -1.1, Tat transport -10, CAL PDZ FP-1 1, SR-BI DiI-HDL act 41, phage Ecoli inh 2.7, SR-BI HDL uptake -41, AddAB inh 2.2, MITF TRPM1 HTS 27, CAL PDZ FP-2 -0.1 and Wnt act -2.

Source: PubChem BioAssay (several laboratories)
